GluA2 TARP mod: modulates AMPAR-stargazin complexes; HEK293 GluA2+stargazin, membrane potential dye (FDSS), glutamate EC50; hits were called plate by plate, in both directions; calls only at 30 µM; actives 3.5% (n = 40,000); AID 1259245;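 active = any of four per-well response measures lying three or more SD from its plate-wide compound average, in either direction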
GluA2 TARP mod agonism max-min: recorded beside GluA2 TARP mod, whose call it bears; compound max-min signal; compound-alone response (agonism);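 unitless range of fluorescence divided by baseline over first 100 seconds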
GluA2 TARP mod glutamate slope: second read-out of GluA2 TARP mod, no call of its own (marks repeat the call); glutamate slope, % of max; measured here: glutamate response slope, % max;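 scaled per plate between vehicle wells and maximal 1 mM glutamate control wells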
The depositor's hits bear a star; & = joins results of further samples. The list is partial (hit frequency here may not be typical).

Screening CCN(CC)CCNC(=O)C(=O)Nc1cccc([N+](=O)[O-])c1 returned GluA2 TARP mod inactive, GluA2 TARP mod agonism max-min 0.065 and GluA2 TARP mod glutamate slope 51.
CC(C)c1ccc(OCC(=O)NCCS(=O)(=O)N2CCN(c3ccccn3)CC2)cc1 was read as GluA2 TARP mod inactive, GluA2 TARP mod agonism max-min 0.053 and GluA2 TARP mod glutamate slope 28.
COCCNC(=O)C(=O)NCC1CCN(C)CC1 was read as GluA2 TARP mod inactive, GluA2 TARP mod agonism max-min 0.093 and GluA2 TARP mod glutamate slope 62.
O=C(Cn1cnc(-c2ccccc2)cc1=O)N1CCN(c2ccccc2)CC1 was read as GluA2 TARP mod inactive, GluA2 TARP mod agonism max-min 0.069 and GluA2 TARP mod glutamate slope 40.
Screening COc1ccc(NC(=O)CC2Sc3ccc(C(F)(F)F)cc3NC2=O)cc1Cl (configuration not stated) returned GluA2 TARP mod inactive, GluA2 TARP mod agonism max-min 0.087 and GluA2 TARP mod glutamate slope 47.
COc1ccc2oc(=O)c(C(=O)NCC3CCCO3)cc2c1 (configuration not stated) was read as GluA2 TARP mod inactive, GluA2 TARP mod agonism max-min 0.078 and GluA2 TARP mod glutamate slope 63.
For Cc1ccc(S(=O)(=O)c2c(C)nn(C(C)(C)C)c2OC(=O)COc2ccccc2)cc1 the results were GluA2 TARP mod inactive, GluA2 TARP mod agonism max-min 0.066 and GluA2 TARP mod glutamate slope 36.
`COc1ccc(C2(CNC(=O)Cc3ccc(S(=O)(=O)C(C)C)cc3)CCCC2)cc1` gave GluA2 TARP mod inactive, GluA2 TARP mod agonism max-min 0.065 and GluA2 TARP mod glutamate slope 49.
`Cc1ccc(-c2noc(CSc3nc4cc5c(cc4c(=O)n3C3CC3)OCO5)n2)cc1` gave GluA2 TARP mod inactive, GluA2 TARP mod agonism max-min 0.091 and GluA2 TARP mod glutamate slope 49.
Screening COc1cccc(-n2c(=O)[nH]c3c(C(N)=O)nc(-c4ccccc4OC)nc32)c1 returned GluA2 TARP mod inactive, GluA2 TARP mod agonism max-min 0.053 and GluA2 TARP mod glutamate slope 50.
Screening COc1ccc(NC(=O)Cn2c3c(c(=O)n(C4CCCCC4)c2=O)CCC3)c(OC)c1 returned GluA2 TARP mod inactive, GluA2 TARP mod agonism max-min 0.099 and GluA2 TARP mod glutamate slope 60.
Cc1cccc(CN2CCC3(CC2)NC(=O)N(Cc2ccc(Cl)cc2)C3=O)c1 was read as GluA2 TARP mod inactive, GluA2 TARP mod agonism max-min 0.04 and GluA2 TARP mod glutamate slope 27.
`O=C(C1CN(c2nc3c(F)cccc3s2)C1)N1CCC2(CC1)OCCO2` gave GluA2 TARP mod inactive, GluA2 TARP mod agonism max-min 0.095 and GluA2 TARP mod glutamate slope 60.
`Cc1cc(C(=O)NCCN2CCN(C(=O)c3cccs3)CC2)c(C)o1` gave GluA2 TARP mod inactive, GluA2 TARP mod agonism max-min 0.13 and GluA2 TARP mod glutamate slope 41.
CCc1cccc2sc(N3CCN(C(=O)CS(=O)(=O)Cc4ccccc4)CC3)nc12 was read as GluA2 TARP mod inactive, GluA2 TARP mod agonism max-min 0.1 and GluA2 TARP mod glutamate slope 43.
CCn1nc(C)cc1C(=O)N(CC1CCCO1)c1nc2cc(C)cc(C)c2s1 (configuration not stated) was read as GluA2 TARP mod inactive, GluA2 TARP mod agonism max-min 0.096 and GluA2 TARP mod glutamate slope 55.
For COc1ccc(-c2ccc(=O)n(CCNS(=O)(=O)c3cc(OC)ccc3OC)n2)cc1 the results were GluA2 TARP mod inactive, GluA2 TARP mod agonism max-min 0.03 and GluA2 TARP mod glutamate slope 0.
For O=C1CCc2cc(NC(=O)NC(c3ccccc3)c3ccccc3)ccc2N1 the results were GluA2 TARP mod inactive, GluA2 TARP mod agonism max-min 0.1 and GluA2 TARP mod glutamate slope 56.
Cc1ccc(Cl)cc1NC(=O)C(C)N1C(=O)c2ccccc2S1(=O)=O (configuration not stated) was read as GluA2 TARP mod inactive, GluA2 TARP mod agonism max-min 0.1 and GluA2 TARP mod glutamate slope 60.
O=C(NC1CC1)C1CCN(c2nc3ccccc3[nH]c2=O)CC1 was read as GluA2 TARP mod inactive, GluA2 TARP mod agonism max-min 0.12 and GluA2 TARP mod glutamate slope 49.

Brought forward from above: two compounds, followed by the next part.
Cc1ccc(Cl)cc1NC(=O)C(C)N1C(=O)c2ccccc2S1(=O)=O (configuration not stated) was read as GluA2 TARP mod inactive, GluA2 TARP mod agonism max-min 0.1 and GluA2 TARP mod glutamate slope 60.
O=C(NC1CC1)C1CCN(c2nc3ccccc3[nH]c2=O)CC1 was read as GluA2 TARP mod inactive, GluA2 TARP mod agonism max-min 0.12 and GluA2 TARP mod glutamate slope 49.
For Cc1ccc(N)cc1S(=O)(=O)N1CCOCC1 the results were GluA2 TARP mod inactive, GluA2 TARP mod agonism max-min 0.037 and GluA2 TARP mod glutamate slope 49.
CCc1ccc(Oc2cc(N3CCC(C(=O)NCc4cccc(Cl)c4)CC3)ncn2)cc1 was read as GluA2 TARP mod inactive, GluA2 TARP mod agonism max-min 0.12 and GluA2 TARP mod glutamate slope 53.
Cc1c(Cl)cccc1NC(=O)Cc1csc(NC(=O)c2ccc(=O)[nH]c2)n1 was read as GluA2 TARP mod inactive, GluA2 TARP mod agonism max-min 0.068 and GluA2 TARP mod glutamate slope 43.
`O=C(Cc1ccc([N+](=O)[O-])cc1)NNC(=O)c1cccn(Cc2ccc(F)cc2)c1=O` gave GluA2 TARP mod inactive, GluA2 TARP mod agonism max-min 0.095 and GluA2 TARP mod glutamate slope 42.
COc1cccc(OC)c1C(=O)N1CCN(c2ncnc3c2nnn3-c2ccc(C)cc2)CC1 was read as GluA2 TARP mod inactive, GluA2 TARP mod agonism max-min 0.069 and GluA2 TARP mod glutamate slope 58.
O=C(/C=C/c1ccc([N+](=O)[O-])cc1)NCc1n[nH]c(=O)c2ccccc12 was read as GluA2 TARP mod inactive, GluA2 TARP mod agonism max-min 0.18 and GluA2 TARP mod glutamate slope 54.
CCOc1ccccc1S(=O)(=O)N1CCN(CCn2cccn2)CC1 was read as GluA2 TARP mod inactive, GluA2 TARP mod agonism max-min 0.11 and GluA2 TARP mod glutamate slope 44.
COC(=O)c1ccc(Oc2cn[nH]c2-c2ccc(OC)cc2O)cc1 was read as GluA2 TARP mod inactive, GluA2 TARP mod agonism max-min 0.067 and GluA2 TARP mod glutamate slope 68.
`CCCc1cc(=O)oc2cc(OC(=O)c3cc(OC)c(OC)c(OC)c3)ccc12` gave GluA2 TARP mod inactive, GluA2 TARP mod agonism max-min 0.033 and GluA2 TARP mod glutamate slope 28.
O=C(NCCCn1cccc1)c1cc(-c2ccccc2)n[nH]1 was read as GluA2 TARP mod inactive, GluA2 TARP mod agonism max-min 0.1 and GluA2 TARP mod glutamate slope 64.
For CCC(CC)C(=O)N1CCC2(CC1)NC(=O)NC2=O the results were GluA2 TARP mod inactive, GluA2 TARP mod agonism max-min 0.044 and GluA2 TARP mod glutamate slope 21.
For Cc1nn(C2CCS(=O)(=O)C2)c2nc(-c3cccs3)cc(C(=O)NCCN3CCOCC3)c12 (configuration not stated) the results were GluA2 TARP mod inactive, GluA2 TARP mod agonism max-min 0.15 and GluA2 TARP mod glutamate slope 65.
COc1ccc(S(=O)(=O)N2CCCc3cc(NS(=O)(=O)c4ccc(C)c(C)c4)ccc32)cc1 was read as GluA2 TARP mod inactive, GluA2 TARP mod agonism max-min 0.088 and GluA2 TARP mod glutamate slope 77.
For O=C(c1ccc(Br)o1)N1CCN(c2ncnc3c2nnn3Cc2ccccc2)CC1 the results were GluA2 TARP mod inactive, GluA2 TARP mod agonism max-min 0.069 and GluA2 TARP mod glutamate slope 58.
Cn1nnc2c(N3CCN(C(=O)Cc4cccc5ccccc45)CC3)ncnc21 was read as GluA2 TARP mod inactive, GluA2 TARP mod agonism max-min 0.099 and GluA2 TARP mod glutamate slope 65.
COc1ccc(NC(=O)c2ccco2)cc1N1CCCCC1=O was read as GluA2 TARP mod inactive, GluA2 TARP mod agonism max-min 0.051 and GluA2 TARP mod glutamate slope 49.
For CCCn1c(=O)c2c(nc3n(-c4ccccc4O)c(C)c(C)n23)n(C)c1=O the results were GluA2 TARP mod inactive, GluA2 TARP mod agonism max-min 0.13 and GluA2 TARP mod glutamate slope 71.
`CCOC(=O)C(=O)Nc1ccc(-c2nnc(CC)o2)cc1` gave GluA2 TARP mod inactive, GluA2 TARP mod agonism max-min 0.12 and GluA2 TARP mod glutamate slope 57.
O=C(CN1CCN(c2ccc(Cl)cc2)C1=O)Nc1ccc2c(c1)OCCO2 was read as GluA2 TARP mod inactive, GluA2 TARP mod agonism max-min 0.14 and GluA2 TARP mod glutamate slope 60.
For O=C(Cc1csc(-n2cccc2)n1)NCCn1nc(-c2ccco2)ccc1=O the results were GluA2 TARP mod inactive, GluA2 TARP mod agonism max-min 0.11 and GluA2 TARP mod glutamate slope 49.

Part of the list above in order of molar mass, highest first:
Cc1ccc(Cl)cc1NC(=O)C(C)N1C(=O)c2ccccc2S1(=O)=O (configuration not stated) was read as GluA2 TARP mod inactive, GluA2 TARP mod agonism max-min 0.1 and GluA2 TARP mod glutamate slope 60.
CCOc1ccccc1S(=O)(=O)N1CCN(CCn2cccn2)CC1 was read as GluA2 TARP mod inactive, GluA2 TARP mod agonism max-min 0.11 and GluA2 TARP mod glutamate slope 44.
O=C(NC1CC1)C1CCN(c2nc3ccccc3[nH]c2=O)CC1 was read as GluA2 TARP mod inactive, GluA2 TARP mod agonism max-min 0.12 and GluA2 TARP mod glutamate slope 49.
O=C(NCCCn1cccc1)c1cc(-c2ccccc2)n[nH]1 was read as GluA2 TARP mod inactive, GluA2 TARP mod agonism max-min 0.1 and GluA2 TARP mod glutamate slope 64.
For CCC(CC)C(=O)N1CCC2(CC1)NC(=O)NC2=O the results were GluA2 TARP mod inactive, GluA2 TARP mod agonism max-min 0.044 and GluA2 TARP mod glutamate slope 21.

(more compounds)
For COc1cccc(NC(=O)N2CCN(Cc3nc(-c4ccco4)cs3)CC2)c1 the results were GluA2 TARP mod inactive, GluA2 TARP mod agonism max-min 0.17 and GluA2 TARP mod glutamate slope 60.
Screening CCOc1ccc(C)cc1S(=O)(=O)Nc1cc(Cl)ccc1O returned GluA2 TARP mod inactive, GluA2 TARP mod agonism max-min 0.18 and GluA2 TARP mod glutamate slope 43.
CCC(C)Sc1nnc(CNC(=O)C23CC4CC(CC(C4)C2)C3)n1CC (configuration not stated) was read as GluA2 TARP mod inactive, GluA2 TARP mod agonism max-min 0.043 and GluA2 TARP mod glutamate slope 48.
COc1ccccc1CCNC(=O)C(=O)c1cn(CC(=O)N2CCCCC2)c2ccccc12 was read as GluA2 TARP mod inactive, GluA2 TARP mod agonism max-min 0.08 and GluA2 TARP mod glutamate slope 55.
Screening Cc1ccc(S(=O)(=O)N(C)c2ccsc2C(=O)Nc2ccc(C)c(C)c2)cc1 returned GluA2 TARP mod inactive, GluA2 TARP mod agonism max-min 0.091&0.037 and GluA2 TARP mod glutamate slope 49&106.
Screening C=CCOC(=O)COc1ccc2c(c1)O/C(=C\c1ccc(OC)c(OC)c1)C2=O returned GluA2 TARP mod inactive, GluA2 TARP mod agonism max-min 0.11 and GluA2 TARP mod glutamate slope 64.
Screening Cc1sc(NC(=O)C2CCN(S(=O)(=O)c3cccs3)CC2)c(C(N)=O)c1C returned GluA2 TARP mod inactive, GluA2 TARP mod agonism max-min 0.11 and GluA2 TARP mod glutamate slope 4.
Screening O=C(CCCS(=O)(=O)c1ccccc1)N(Cc1ccccn1)c1nc2ccccc2s1 returned GluA2 TARP mod inactive, GluA2 TARP mod agonism max-min 0.05 and GluA2 TARP mod glutamate slope 46.
COC(=O)C1Cc2ccc(Br)cc2C(=O)O1 (configuration not stated) was read as GluA2 TARP mod inactive, GluA2 TARP mod agonism max-min 0.1 and GluA2 TARP mod glutamate slope 70.
Screening O=C(Cc1csc(Nc2ccccc2)n1)NCc1cccs1 returned GluA2 TARP mod inactive, GluA2 TARP mod agonism max-min 0.11 and GluA2 TARP mod glutamate slope 64.
O=C(Nc1ccc(N2CCCS2(=O)=O)cc1)C(=O)Nc1nc2ccccc2s1 was read as GluA2 TARP mod inactive, GluA2 TARP mod agonism max-min 0.1 and GluA2 TARP mod glutamate slope 56.
CCC1CCCCN1C(=O)c1cc2c(=O)n3ccccc3nc2n1Cc1ccccc1 (configuration not stated) was read as GluA2 TARP mod inactive, GluA2 TARP mod agonism max-min 0.038 and GluA2 TARP mod glutamate slope 49.
For Cc1cc(NC(=O)C(=O)Nc2nc3ccccc3s2)ccc1N1CCCCC1=O the results were GluA2 TARP mod inactive, GluA2 TARP mod agonism max-min 0.094 and GluA2 TARP mod glutamate slope 61.
`CC(C)Cc1nnc(NC(=O)c2ccc(Br)o2)s1` gave GluA2 TARP mod inactive, GluA2 TARP mod agonism max-min 0.14 and GluA2 TARP mod glutamate slope 65.
COC(=O)c1ccc(C(=O)NCC#CCN2CCc3ccccc3C2)cc1 was read as GluA2 TARP mod inactive, GluA2 TARP mod agonism max-min 0.061 and GluA2 TARP mod glutamate slope 44.
`Cc1ccccc1NC(=O)NCCc1csc(-c2ccc(Cl)cc2)n1` gave GluA2 TARP mod inactive, GluA2 TARP mod agonism max-min 0.082 and GluA2 TARP mod glutamate slope 59.
CCOC(=O)N1CCN(S(=O)(=O)c2cccs2)CC1 was read as GluA2 TARP mod inactive, GluA2 TARP mod agonism max-min 0.05 and GluA2 TARP mod glutamate slope 64.
For CCn1c(C)cc(O)c(C(c2ccc(C(C)C)cc2)c2c(O)cc(C)n(CC)c2=O)c1=O the results were GluA2 TARP mod inactive, GluA2 TARP mod agonism max-min 0.1 and GluA2 TARP mod glutamate slope 56.

Screens as filed in PubChem BioAssay.
